RSV antiviral HEp-2 – inhibition of RSV-induced cytopathic effect – HEp-2 cells, primary 10 µM value included (AID 2391); HEp-2 cells, RSV-induced CPE inhibition; higher % means a stronger effect; CPE inhibition, % at 10 µM, or IC50 in µM where a hit was titrated; hit rate 0.13% among 310,000; in the data active means a potency from the dose series; inconclusive means CPE inhibition mostly from about 23% at the one dose, without a potency; inactive means the rest, 99 in 100 with CPE inhibition below about 21%; further: strong numbers were not always called active
MgcRacGAP inhibition – MgcRacGAP GTPase-activating activity inhibitors, confirmation, biochemical, ADP Hunter fluorescence; MgcRacGAP-stimulated Rac1 GTP hydrolysis, ADP Hunter fluorescence; higher % means a stronger effect; GST-tagged Rac1 F28L mutant substrate; one-dose inhibition, % at 30 µM; IC50 in µM for titrated hits; hit rate 0.6% among 340,000;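 active means first-screen hits whose inhibition reached a set limit at any dose in the follow-up dose series; inconclusive means inhibition above the set first-screen limit but never retested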;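 further: fluorescence reports GDP produced by GAP-driven GTP hydrolysis; strong numbers were not always called active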
Salmonella PhoP GFP – PhoP-dependent GFP reporter repression – Salmonella Typhimurium, primary screen (AID 1863); inhibition, % at 50 µM, or IC50 in µM where a hit was titrated; hit rate 0.16% among 300,000; S. Typhimurium PhoP-regulated promoter GFP reporter, 4 h; higher % means a stronger effect;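 active means inhibition over 29.93%, a cutoff 3 SD above the screen mean, later confirmed by dose response; inconclusive means inhibition over 29.93% but no dose response follow-up; inactive means inhibition at most 29.93% or unconfirmed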;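 further: 0% = low Mg2+ inducing control and 100% = high Mg2+ repressing control; strong numbers were not always called active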
T cell HTS – modulates CD8 T cell binding to vesicles; 2C CD8+ T cell-vesicle binding, flow cytometry; active compounds read low; calls only at 7 µM; hit rate 0.068% among 330,000; AID 2052;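 active means response, share of CD8 T cells binding vesicles, and their 90th percentile fluorescence all below set limits, cut at about 80% in these data, passing the limit was not always enough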
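Material: murine 2C transgenic CD8+ T lymphocytes / Also added: QL9-peptide-loaded Drosophila micro-vesicles bearing Ld, ICAM-1 and B7-1 / Schedule: binding step 1.5 h, 37 °C, antibody labelling 20 min, ice / Signal: flow cytometry, PE anti-B7-1 (FL2) versus Alexa647 anti-CD8 (FL8), PFA-fixed / Evaluation: percent CD8+ FL2 mean versus row control / Benchmarks: naked versus QL9-loaded vesicles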
Myeloid diff MLP – promotes myeloid progenitor differentiation | ER-HoxA9 myeloid progenitors, lysozyme-GFP differentiation, flow cytometry | calls only at 10 µM | hit rate 1% among 360,000 | AID 624256;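 active means normalized GFP-positive differentiation at or above the plate's own cutoff, the solvent-only control mean plus 3 SD; inconclusive means no clear call, values can overlap the other calls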;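 further: cells exposed to compound for four days before flow analysis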
bCat nuc transl – alters nuclear translocation of beta-catenin in HeLa cells. nuclear translocation activity, % at 5 µM. hit rate 0.3% among 190,000. immunofluorescence imaging;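 active means nuclear translocation activity above 50% at 5 µM, with a well cell count of 50 or more; inconclusive means wells under 50 cells across six images, flagged as toxic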;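 further: per-cell ratio of nuclear to cytoplasmic median beta-catenin stain intensity; plate controls were DMSO negative control for no effect and GSK-3 inhibitor IX positive control for full effect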
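assay system = human HeLa cells, endogenous beta-catenin | times = compound treatment 24 h, 37°C, 5% CO2 | detection = Anti-beta-catenin immunofluorescence on PFA-fixed, Triton-permeabilized cells, DAPI nuclei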
WT yeast gro inh – growth inhibition of WT yeast, mitochondrial fusion screen; inhibition, % at 10 µM; mitochondrial fusion phenotypic screen, WT strain; hit rate 2.1% among 190,000; in the data active means inhibition above about 58%; tested in S. cerevisiae
West Nile virus CPE – inhibition of WNV-induced cytopathic effect – cell-based, CPE readout (AID 1621); CPE inhibition, % at 10 µM; hits with a dose series show IC50 in µM; hit rate 0.02% among 290,000; West Nile virus-infected cells, CPE inhibition; higher % means a stronger effect; in the data active means a potency from the dose series; inconclusive means CPE inhibition mostly from about 3.7% at the one dose, without a potency; inactive means the rest, 99 in 100 with CPE inhibition below about 2.2%; further: strong numbers were not always called active
SV40 large T antigen – SV40 large T antigen inhibitors, biochemical (AID 1903) | hit rate 0.39% among 310,000 | SV40 large T antigen ATPase/helicase inhibition assay; higher % means a stronger effect | inhibition, % at 20 µM; hits with a dose series show IC50 in µM; in the data active means a potency from the dose series; inconclusive means inhibition mostly from about 32% at the one dose, without a potency; inactive means the rest, 99 in 100 with inhibition below about 32%; further: strong numbers were not always called active
WT yeast gro inh mutant strain – second read-out of WT yeast gro inh, no call of its own (marks repeat the call); inhibition, %; mitochondrial fusion phenotypic screen, mutant strain inhibition
bCat nuc transl cell count 5 µM – recorded beside bCat nuc transl, whose call it bears; cell count; measured here: cell count, cytotoxicity flag
T cell HTS vesicle-bound % – second read-out of T cell HTS, no call of its own (marks repeat the call); double positive events, %; measured here: CD8+ vesicle-bound cell fraction;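 binding gate set so that unloaded-vesicle control wells show 10% double positive cells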
Myeloid diff MLP GFP+ MAC1+ % – also measured in Myeloid diff MLP; calls as there; GFP+ MAC1+ double positive, %; measured here: differentiation confirmed by MAC1 staining
The depositor's hits bear a star; i = inactive; ? = inconclusive; / = no result given. Not a hit list, and some 3.6% of all compounds hit somewhere here.

SMILES	RSV antiviral HEp-2	MgcRacGAP inhibition	Salmonella PhoP GFP	T cell HTS	T cell HTS vesicle-bound %	Myeloid diff MLP	Myeloid diff MLP GFP+ MAC1+ %	bCat nuc transl	bCat nuc transl cell count 5 µM	WT yeast gro inh	WT yeast gro inh mutant strain	West Nile virus CPE	SV40 large T antigen
CCOc1ccc(C(=O)CCC(=O)Nc2ccncc2)cc1	0.5%	5%	/	i	34	i	2.0	/	/	/	/	/	/
C=CCN(CC=C)S(=O)(=O)c1ccc2nc(NC(=O)C3CCCO3)sc2c1 (centres undefined)	3.6%	1%	-10%	i	36	i	2.3	-0.1	1011	-8	-6	-0.8%	6%
COc1ccc(C(C(C(=O)c2cccs2)N2CCOCC2)N2CCOCC2)cc1OC (centres undefined)	1.5%	-2%	9%	i	28	i	0.9	/	/	-12	-8	0.5%	6%
CCOc1ccc(CCNC(=O)CCC(=O)N2CCOc3ccccc32)cc1OCC	1.9%	1%	/	i	33	i	0.3	/	/	/	/	-0.6%	3%
O=C(NCc1cccnc1)c1nc(-c2ccc(C(F)(F)F)cc2)no1	7.3%	5%	8%	i	48	i	0.4	-1.0	1047	7	8	-1.5%	7%
CCOc1ccccc1N(CC(=O)OC)S(C)(=O)=O	-0.4%	2%	0%	i	45	i	7.0	-2.4	1215	11	-1	0.0%	9%
CCCCC(=O)Nc1ccc(NC(=S)NC(=O)c2cccs2)cc1OC	1.6%	7%	6%	i	48	i	0.3	-0.1	510	4	15	-0.3%	7%
CCOC(=O)N1CCN(c2ccc(C(F)(F)F)cn2)CC1	18%	4%	-4%	i	45	i	0.5	-0.6	980	-1	11	-1.2%	9%
CNCCCC1Sc2ccccc2Oc2ccccc21 (centres undefined)	-1.8%	16%	11%	i	34	i	0.6	25	96	7	5	0.0%	-1%
CCCNC(=O)C(NS(=O)(=O)c1cccc2nsnc12)c1ccccc1 (centres undefined)	2.1%	4%	-6%	i	42	i	0.5	/	/	5	0	-0.1%	6%
CCOc1cc(CN2CCN(c3ncccn3)CC2)ccc1OC	0.7%	22%	-8%	i	54	i	0.4	/	/	/	/	-0.9%	-3%
Cc1nc2sc(C(c3ccc(F)cc3)N3CCN(C(=O)c4ccco4)CC3)c(O)n2n1 (centres undefined)	0.9%	3%	1%	i	48	i	0.5	-1.6	1148	-17	7	0.0%	9%
Cn1cnnc1SCC(=O)Nc1ccc(Cl)cc1	1.3%	10%	-4%	i	51	i	0.6	/	/	/	/	0.3%	12%
COc1cccc(NC(=O)c2cc([N+](=O)[O-])ccc2NC(=O)CNCC2CCCO2)c1 (centres undefined)	1.1%	3%	6%	i	52	i	0.4	-1.1	1072	2	1	-0.6%	4%
O=C(c1cccc(N2C(=O)C3C4C=CC(C4)C3C2=O)c1)N1CCN(c2ccccc2Cl)CC1 (centres undefined)	33µM*	11%	12%	i	30	?	/	/	/	/	/	1.1%	6%
C=CCn1c(NCc2ccccc2)nc2ccccc21	0.4%	1%	5%	i	15	i	1.2	/	/	12	18	-1.3%	8%
CC(=O)c1cccc(NC(=O)Cn2c(=O)oc3cc(S(=O)(=O)N4CCCC4)ccc32)c1	1.5%	5%	-13%	i	23	i	0.1	-0.1	1331	/	/	0.5%	11%
Cc1cccc(NC(=S)N2CCn3cccc3C2c2cccnc2)c1 (centres undefined)	-0.1%	5%	-7%	i	40	i	1.3	-2.1	1150	10	-5	/	9%
Cc1cccc(C(=O)NC(C)C2CC3CCC2C3)c1 (centres undefined)	0.9%	/	/	i	28	i	0.1	/	/	/	/	/	12%
CCOC(=O)N1CCN(Cc2ccc(OCC(O)CN3CCCCC3)cc2)CC1 (centres undefined)	-0.7%	8%	0%	i	60	i	0.6	/	/	/	/	-0.2%	11%
Cc1ccc(C(=O)Nc2cc(=O)n(C)c(=O)n2C)o1	5.2%	4%	-4%	i	56	i	1.9	-2.8	602	-8	-11	-0.3%	1%
CCCN(CCC)C(=O)CC(c1ccccc1)C1CCOC(C)(C)C1 (centres undefined)	-2.8%	-1%	-9%	i	22	i	0.6	-5.7	1065	-12	3	-1.3%	0%
CCOC(=O)C1=C(C)NC2=C(C(=O)CCC2)C1c1coc2ccccc2c1=O (centres undefined)	2.8%	5%	-8%	i	18	i	2.1	-1.5	966	-3	0	-0.5%	10%
Cc1ccccc1NC(=S)N(C)Cc1cn(C)c2ccccc12	1.3%	1%	-14%	i	5	i	0.6	-0.3	994	5	7	-0.3%	10%
CCCCc1ccc(NC(=O)C(=O)NCCN2CCN(C(=O)c3ccc([N+](=O)[O-])cc3)CC2)cc1	5.5%	4%	5%	i	27	i	0.8	/	/	/	/	-1.8%	-1%
O=C(CSCc1cccs1)N1CCCC1	4.0%	7%	13%	i	57	i	0.7	/	/	-8	9	0.2%	14%
CCOC(=O)N1CCN(S(=O)(=O)c2cc(OCC(=O)NC3CCCCC3)c(C)cc2Cl)CC1	15%	3%	5%	i	31	i	0.7	/	/	28	22	-0.7%	13%
O=C1C(=O)N(Cc2cccnc2)C(c2ccccn2)/C1=C(/O)c1ccc(Br)cc1 (centres undefined)	0.5%	6%	-7%	i	25	i	0.4	3.1	1428	-12	-16	0.4%	1%
CC(=O)N1CC(C)Sc2ccc(S(=O)(=O)NC3CCCCC3C)cc21 (centres undefined)	3.6%	12%	3%	i	41	i	7.9	/	/	/	/	-0.3%	-2%
Cc1cc([N+](=O)[O-])nn1CC(=O)Nc1ccccn1	0.2%	7%	5%	i	54	i	0.3	3.1	472	0	-4	0.2%	1%
O=Nc1onc(-c2ccc([N+](=O)[O-])cc2)c1NO	0.2%	7%	11%	i	9	i	0.2	1.8	1106	-30	-37	-0.8%	15%
O=C(CS(=O)(=O)Cc1ccccc1)N1CCN(c2ccccc2F)CC1	2.6%	7%	-5%	i	9	i	0.9	/	/	/	/	-1.0%	8%
O=C(O)CCC(=O)N(Cc1cccnc1)Cc1cccc(F)c1	1.0%	7%	10%	i	50	i	5.8	-3.1	1256	-10	-40	0.2%	5%
Cc1ccc(C(=O)OCC(=O)Nc2ccc(F)c(Cl)c2)o1	1.6%	6%	/	i	43	i	0.7	/	/	/	/	/	/
O=C(/C=C/c1ccco1)Nc1ccccc1N1CCCCC1	10%	1%	6%	i	34	i	0.0	-1.1	862	70*	21*	-1.2%	-5%
COc1ccccc1NC(=O)C1CCCN1S(=O)(=O)c1cccc2nsnc12 (centres undefined)	4.6%	6%	3%	i	33	i	1.8	/	/	/	/	0.0%	20%
CCn1c(=O)[nH]c(=O)c2c(N)c(C(=O)c3ccccc3OC)sc21	0.3%	7%	1%	i	52	i	0.9	-1.9	1043	-11	-7	-0.2%	5%
O=C(N/C(=C/c1ccc(Cl)cc1)C(=O)N1CCCCC1)c1ccco1	1.0%	1%	4%	i	57	i	1.4	/	/	/	/	-0.4%	24%
CCOc1cc(N2CCOCC2)c(OCC)cc1NC(=O)C(C)(C)C	0.2%	2%	-5%	i	27	/	/	-2.8	1148	-2	5	-0.5%	23%
Cc1ncc(N=Nc2ccccc2Cl)c(-c2ccccc2)n1	2.0%	4%	-6%	i	57	i	0.2	/	/	2	23	-0.3%	29%

Copied from the list:
MgcRacGAP inhibition with `CCOc1cc(CN2CCN(c3ncccn3)CC2)ccc1OC` = 22%
Salmonella PhoP GFP with `Cn1cnnc1SCC(=O)Nc1ccc(Cl)cc1` = -4%

The listing continues.
SMILES	RSV antiviral HEp-2	MgcRacGAP inhibition	Salmonella PhoP GFP	T cell HTS	T cell HTS vesicle-bound %	Myeloid diff MLP	Myeloid diff MLP GFP+ MAC1+ %	bCat nuc transl	bCat nuc transl cell count 5 µM	WT yeast gro inh	WT yeast gro inh mutant strain	West Nile virus CPE	SV40 large T antigen
COc1cccc(-c2cc3nc4c(c(N5CCC6(CC5)OCCO6)n3n2)CCC4)c1	20%	-3%	2%	i	42	i	0.5	-0.4	1548	65*	47*	-0.4%	12%
CC(C)Oc1ccc(Nc2ncnc3ccccc23)cc1	6.5%	9%	2%	i	57	i	0.3	-0.5	1569	13	8	-1.2%	4%
CCCC(=O)c1ccc(N2CCN(C(=O)OCC)CC2)c(F)c1	2.4%	1%	1%	i	12	i	0.8	-0.4	817	-3	-18	-0.6%	3%
O=C(CN(Cc1ccccc1)S(=O)(=O)c1ccccc1)N/N=C/c1ccc2c(c1)OCO2	4.9%	7%	8%	i	17	i	1.2	-2.5	1340	-1	5	-0.5%	-16%
CCOC(=O)C1CCN(c2c(N3CCN(Cc4ccccc4)CC3)c(=O)c2=O)CC1	2.9%	-2%	3%	i	42	i	3.0	/	/	6	-2	-0.4%	2%
O=C(CCCSc1nc2ccccc2[nH]1)NCc1ccco1	1.2%	8%	-1%	i	31	i	0.6	-0.7	1373	-10	-3	-0.5%	8%
ClCc1csc(-c2ccc(Cl)cc2)n1	1.4%	-6%	3%	i	3	i	1.3	2.9	536	-7	11	-0.4%	-2%
CCCCCOP(=O)(OCCCCC)C1(NS(=O)(=O)c2ccccc2)C=CC(=O)c2ccccc21 (centres undefined)	8.1%	10%	3%	i	18	i	1.3	2.7	1402	14	-4	0.3%	26%
CC(C)Oc1cc2oc(=O)c3c(c2cc1Cl)CCC3	0.2%	4%	7%	i	24	i	0.7	/	/	/	/	-0.3%	7%
CN(CC(=O)Nc1ccc(F)cc1)C(=O)C1CCN(C(=O)Nc2ccccc2)CC1	1.6%	4%	/	i	41	i	0.6	/	/	/	/	/	/
CC(C)NC(=O)COC(=O)c1ccccc1C(=O)c1ccccc1	1.1%	-7%	-9%	i	41	i	1.1	-1.2	1030	-6	-9	-0.4%	0%
O=C(CSc1nc(=O)n2ccccc2n1)NCCc1ccccc1	1.3%	5%	-1%	i	38	i	1.1	/	/	/	/	/	7%
O=C(CSc1nnnn1-c1cccc2ccccc12)N1CCOCC1	1.8%	7%	3%	i	5	i	0.4	/	/	12	-20	-0.3%	3%
CCc1nnc(NC(=O)c2ccc3c(=O)n4c(nc3c2)CCCCC4)s1	6.2%	7%	-9%	i	25	i	0.4	-1.0	1324	/	/	0.5%	12%
